Bioassay records deposited in PubChem by National Center for Advancing Translational Sciences (NCATS).
AMA1 RON2 block: qHTS for Inhibitors of AMA1-RON; Towards Development of Antimalarial Drug Lead: Primary Screen; Plasmodium falciparum AMA1 (3D7) - RON2 peptide interaction; AlphaScreen AMA1-biotinylated RON2 peptide binding; Potency, µM (highest dose often 58.2 µM), inactives show at the highest dose activity change, negative = inhibition, actives largely listed as inhibitors; hit rate 0.2% among 360,000;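 further: potency means the concentration at half of the fitted maximal effect; 0% = vehicle wells and -100% = peptide control; nearly all actives have a fitted effect of over 45% in size; some results filed as inactive show a strong effect at the top dose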
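AMA1 (3D7) with his tag at 25 nM final met compounds first, then biotinylated RON2 peptide at 25 nM; detection used donor plus acceptor beads, 10 µg/mL apiece, read by AlphaScreen after 30 min at room temperature.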
AmpC inh detg: qHTS Inhibitors of AmpC Beta-Lactamase (assay with detergent); Potency, µM (series often up to 114 µM), without a hit: at the highest dose activity change, negative = inhibition, usual class: inhibitors; AmpC hydrolysis of nitrocefin, absorbance 480 nm, 0.01% Triton; AID 485294, 2010; P00811; hit rate 0.041% among 370,000;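 further: potency means the concentration at half of the fitted maximal effect; 0% = no-compound wells and -100% = no-enzyme wells; nearly all actives have a fitted effect of over 25% in size; some results filed as inactive show a strong effect at the top dose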
Target sequence (P00811 whole entry, looked up): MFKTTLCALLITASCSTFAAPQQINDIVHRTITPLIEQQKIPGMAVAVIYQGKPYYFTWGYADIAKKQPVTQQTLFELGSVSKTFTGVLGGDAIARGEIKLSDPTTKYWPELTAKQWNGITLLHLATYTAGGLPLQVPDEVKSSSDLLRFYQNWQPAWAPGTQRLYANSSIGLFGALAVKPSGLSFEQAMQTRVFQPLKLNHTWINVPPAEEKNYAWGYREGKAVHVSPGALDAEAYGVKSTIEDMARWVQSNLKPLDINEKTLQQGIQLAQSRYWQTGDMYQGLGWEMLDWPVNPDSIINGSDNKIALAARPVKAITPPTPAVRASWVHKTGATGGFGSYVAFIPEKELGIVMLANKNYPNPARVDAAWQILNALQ
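20 mM phosphate pH 7.0 + 0.01% (detergent screen) or 0.0001% Triton X-100; 5.3 nM AmpC reagent; cpd preinc 15 min RT; nitrocefin (800 uM stock) to start; A480 q20 s × 4 min; Activity was normalised to no-enzyme and no-compound control wells.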
TbPYK inhibitor: qHTS of Trypanosoma Brucei Inhibitors; pyruvate kinase (Trypanosoma brucei), Q57TT1; TbPYK enzyme, Kinase-Glo Plus ATP luminescence, 45 min; Potency, µM (top dose mostly 76.8 µM), inactives show top-dose activity, negative = inhibition, most hits filed as inhibitors; hit rate 0.12% among 410,000; AID 624173, 2012; further: potency means the concentration at half of the fitted maximal effect; nearly all actives have a fitted effect of over 50% in size
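ADP (130 uM final) triggers the TbPYK reaction after compound addition; incubation is 45 min at room temperature. Kinase-Glo Plus is then added and luminescence imaged. Normalized data are fitted to concentration-effect curves.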
AmpC inh no detg: qHTS Inhibitors of AmpC Beta-Lactamase (assay without detergent); AmpC nitrocefin hydrolysis, absorbance 480 nm, 0.0001% Triton; AID 485341, 2010; hit rate 0.52% among 330,000; Potency, µM (top dose mostly 57.1 µM), for inactives: at the highest dose activity change, negative = inhibition, hits mostly inhibitors; P00811;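 further: potency means the concentration at half of the fitted maximal effect; plate controls were no compound for no effect and no enzyme for full effect; nearly all actives have a fitted effect of over 20% in size; some results filed as inactive show a strong effect at the top dose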
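20 mM phosphate pH 7.0 + 0.01% (detergent screen) or 0.0001% Triton X-100; 5.3 nM AmpC reagent; cpd preinc 15 min RT; nitrocefin (800 uM stock) to start; A480 q20 s × 4 min; Activity was normalised to no-enzyme and no-compound control wells.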
LmPK inh: qHTS Assay for Inhibitors of Leishmania Mexicana Pyruvate Kinase (LmPK); Q27686; hit rate 0.37% among 290,000; AID 1721, 2009; purified LmPK, Kinase-Glo ATP luminescence, 1 h; Potency, µM (series often up to 57.5 µM), without a hit: top-dose activity change, negative = inhibition, most hits filed as inhibitors; further: potency means the concentration at half of the fitted maximal effect
Target sequence (Q27686 whole entry, looked up): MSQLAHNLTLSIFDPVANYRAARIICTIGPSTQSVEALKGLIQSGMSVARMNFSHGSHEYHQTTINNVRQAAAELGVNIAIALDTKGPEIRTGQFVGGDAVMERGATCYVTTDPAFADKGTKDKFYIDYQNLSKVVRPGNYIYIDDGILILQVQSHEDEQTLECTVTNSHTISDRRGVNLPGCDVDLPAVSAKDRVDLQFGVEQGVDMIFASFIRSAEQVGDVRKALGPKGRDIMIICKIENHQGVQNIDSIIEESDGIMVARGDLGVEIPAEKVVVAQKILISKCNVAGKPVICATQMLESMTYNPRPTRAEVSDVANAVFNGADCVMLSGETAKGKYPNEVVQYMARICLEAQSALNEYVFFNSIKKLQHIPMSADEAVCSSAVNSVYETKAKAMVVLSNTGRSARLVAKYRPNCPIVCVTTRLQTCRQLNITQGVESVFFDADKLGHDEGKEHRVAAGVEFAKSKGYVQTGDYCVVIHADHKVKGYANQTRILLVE
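0.1 nM LmPK, 0.5 mM PEP, 0.1 mM ADP; 50 mM imidazole pH 7.2, 7 mM MgCl2, 50 mM KCl; 1 h RT. Kinase-Glo luminescence readout, normalized to no-enzyme (full inhibition) and uninhibited wells.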
HCMV inh: qHTS Assay for inhibitors of the human cytomegalovirus (HCMV); hit rate 4.5% among 410,000; activity change, negative = inhibition, % at 57.5 µM; HFF cells, HCMV-luciferase reporter, 72 h; active compounds read low; in the data active means activity change below about -60%; inconclusive means no clear call, values can overlap the other calls; inactive means above about -39%
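After 16 h attachment at 37C, HFF cells received test compound and HCMV-luciferase (1 PFU/cell); reporter luminescence read 72 h later, data normalized against buffer-only and known inhibitor Salinomycin.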
Sm TGR block: qHTS Assay for the Inhibitors of Schistosoma Mansoni Peroxiredoxins; purified TGR, DTNB reduction, TNB absorbance 405 nm; Schistosoma mansoni thioredoxin glutathione reductase (TGR), Q962Y6; hit rate 3% among 360,000; Potency, µM (doses to about 114 µM), for the others: at the top dose activity change, negative = inhibition, usual class: inhibitors; further: potency means the concentration at half of the fitted maximal effect; nearly all actives have a fitted effect of over 60% in size
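First, TGR (20 nM dispensed) and NADPH were mixed with compound. Second, a 15 min room-temperature incubation followed. Third, further NADPH and then DTNB were added to start the reaction. Finally, TNB absorbance was monitored kinetically.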
An asterisk follows results filed as active; ? = inconclusive; / = not tested or not shown; & = joins results of further samples; [ ] = another dose, or the depositor's remark. Unless noted, the call rests on the fitted dose curve; in most records, active means well fitted curve in the direction sought with a large enough effect; inconclusive means small, poorly fitted or top-dose-only effect, or another doubt; inactive means no such curve, though single readings can be large; an effect the other way counts as inactive or inconclusive. Unless noted, on the % scale 0 is the no-effect control and ±100 the full control effect.

SMILES	AMA1 RON2 block	AmpC inh detg	TbPYK inhibitor	AmpC inh no detg	LmPK inh	HCMV inh	Sm TGR block
CCn1c(N2CCN(CC(=O)c3c[nH]c4ccccc34)CC2)nc2c1c(=O)[nH]c(=O)n2C	4%	-5%	0%	113%[activator]	0%	64	0%
Cc1ccc(-c2nn(C)c(=O)c3ccccc23)cc1CNC(=O)Cn1nc(-c2ccccc2)c2ccccc2c1=O	/	-3%	/	-14%	-1%	/	11%
O=C1CC2(CCN(C(=O)C3CC(=O)N(c4ccc(F)cc4)C3)CC2)Oc2ccccc21 (centres undefined)	-1%	-15%	0%	26%	/	-30	0%
C[C@@H]1CN([C@@H](C)CO)C(=O)CCCn2nncc2CO[C@@H]1CN(C)C(=O)Nc1cccc(Oc2ccccn2)c1	-3%	/	-3%	/	/	-3	/
CCNC(=O)C(CC(C)C)NC(=O)C(CO)NC(=O)C1CCC(=O)N1 (centres undefined)	10%	-7%	-1%	1%	4%	-28	10%
CN(CC(=O)Nc1c(Cl)cccc1Cl)C(=O)c1ccccc1Cc1ccccc1	6%	?	2%	-39%	/	?	1%
COc1cc(Nc2nc(-c3ccccc3)c3cc(C)ccc3n2)cc(OC)c1OC	-26%	?	-13%	20%	2%	97	40µM*
NC(=O)COC(=O)c1ccccc1OCc1ccccc1	0%	-1%	-4%	-16%	3%	-12	-2%
CCOc1ccccc1N1CC(C(=O)Nc2cc(S(C)(=O)=O)ccc2Cl)CC1=O (centres undefined)	11%	6%	-1%	151%[activator]	/	2	4%
CC(C)(C)NC(=O)CSc1nc(N)cc(=O)[nH]1	2%	-13%	4%	-6%	0%	-9	-3%
COc1cc(CN2C(=O)C(C)ON=C2c2ccccc2F)cc(OC)c1 (centres undefined)	-5%	/	1%	/	/	19	/
O=C(CN1CCOCC1)Nc1ncccn1	-5%	-7%	-4%	-8%	6%	-1	17%
CN1CCN(CCCNC(=O)Cn2c(-c3cccs3)cc3ccccc32)CC1	/	11%	0%	/	/	?	0%
CCOC(=O)c1ccc2ncc(C(=O)OCC)c(NCCN(C)C)c2c1	20%	/	-6%	/	/	15	/
COc1ccc(Cl)cc1NC(=O)CSc1nnc(Cc2cccn2C)n1-c1ccc(F)cc1	-1%	?	-4%	126%[activator]	4%	12	-11%
CSc1ccc(C(=O)C2CCCN(C(=O)CCc3c(C)nn(C)c3C)C2)cc1 (centres undefined)	7%	/	-10%	/	/	-63*	/
Cc1cccc(N2CCN(C(=O)c3cccn4c(=O)c5c(C)c(C)sc5nc34)CC2)c1C	9%	5%	-5%	-8%	5%	156	-11%
O=C1COc2ccc(C(=O)COC(=O)c3nc(Cl)ccc3Cl)cc2N1	4%	0%	-5%	-10%	/	-14	14µM*
CC(C)OC(=O)COc1cc(O)c2c(=O)cc(-c3ccccc3)oc2c1	-6%	1%	-11%	0%	10%	?	4%
Cc1nn(C)c(C)c1C1Nc2ccccc2C(=O)N1O (centres undefined)	12%	?	-3%	-13%	-3%	72	-8%
O=C(CSC1=Nc2ccccc2C2CC=NN12)NCc1ccco1 (centres undefined)	3%	/	2%	-43%	/	-3	/
Cc1cccc(/C(N)=N/OC(=O)COc2ccc(Cl)cc2)c1	8%	-1%	1%	-13%	5%	-36	1%
CN(C(=O)CSc1ncnc2scc(-c3ccccc3)c12)C1CCS(=O)(=O)C1 (centres undefined)	15%	2%	1%	41%	-1%	?	-8%
COc1ccc(CCN2CCCn3c2nc2c3c(=O)n(CC(C)C)c(=O)n2C)cc1OC	0%	-1%	-1%	92%[activator]	0%	-30	-14%
NC(=O)c1ccc(NC(=O)COC(=O)C2CC(=O)N(Cc3ccccc3)C2)cc1 (centres undefined)	2%	?	2%	-12%	-5%	?	0%

Quoted at random: 5 records from the list, in no set order.
SMILES	AMA1 RON2 block	AmpC inh detg	TbPYK inhibitor	AmpC inh no detg	LmPK inh	HCMV inh	Sm TGR block
O=C(CN1CCOCC1)Nc1ncccn1	-5%	-7%	-4%	-8%	6%	-1	17%
NC(=O)c1ccc(NC(=O)COC(=O)C2CC(=O)N(Cc3ccccc3)C2)cc1 (centres undefined)	2%	?	2%	-12%	-5%	?	0%
COc1ccc(Cl)cc1NC(=O)CSc1nnc(Cc2cccn2C)n1-c1ccc(F)cc1	-1%	?	-4%	126%[activator]	4%	12	-11%
O=C1COc2ccc(C(=O)COC(=O)c3nc(Cl)ccc3Cl)cc2N1	4%	0%	-5%	-10%	/	-14	14µM*
COc1cc(Nc2nc(-c3ccccc3)c3cc(C)ccc3n2)cc(OC)c1OC	-26%	?	-13%	20%	2%	97	40µM*

(cont.)
SMILES	AMA1 RON2 block	AmpC inh detg	TbPYK inhibitor	AmpC inh no detg	LmPK inh	HCMV inh	Sm TGR block
Cc1cccc2sc(NC(=O)CSCc3ccccc3)nc12	-12%	-2%	-3%	?	3%	48	5%
COc1ccc(OC)c(C2/C(=C(/O)c3ccc(C)cc3)C(=O)C(=O)N2Cc2ccco2)c1 (centres undefined)	0%	6%	0%	-33%	-1%	-33	-1%
COc1ccccc1CNC(=O)c1cc(S(=O)(=O)N2CCOCC2)cn1C	6%	-19%	8%	7%	-5%	-3	-22%
Cc1nc2ccccc2nc1OCC(=O)NCC(F)(F)F	5%	-4%	-4%	-16%	1%	-34	-10%
Cc1cccn2c(=O)c(/C=C(\C#N)C(=O)NCc3ccco3)c(N3CCCCCC3)nc12	-12%	3%	-3%	-8%	4%	-34	-19%
CN(Cc1cccc(F)c1)C(=O)C1CC(=O)N(c2ccc3c(c2)OCCO3)C1 (centres undefined)	0%	/	1%	2%	/	-13	/
COc1cccc(-c2cc(C(=O)Nc3ccc4c(c3)OCO4)no2)c1	-9%	2%&15%	-1%&13%	-16%	-5%	-28&14	-5%&-1%
CCc1ccc(NC(=O)C(C)OC(=O)Cn2[nH]c(=O)c3ccccc3c2=O)cc1 (centres undefined)	1%	/	3%	/	/	-13	/
CN1CCN(/N=C/c2nc(-c3ccc(Cl)cc3)n3ccccc23)CC1	5%[2.32 µM]	9%	-5%	69%[activator]	4%	59	?
CCCCc1cc(=O)oc2c(C)c(OCC(=O)NCC3CCC(C(=O)O)CC3)ccc12 (centres undefined)	0%	4%	-2%	17%	1%	10	10%
CCOc1ccc(NC(=O)CN(C)C(=O)C2CCCC2)cc1OCC	-4%	-1%	-15%	2%	-1%	-18	1%
CC1CCCN(C(=O)C(Cc2ccccc2)n2cccc2)C1 (centres undefined)	0%	-9%	5%	-4%	9%	3	0%
COC(=O)C1=C[C@@H](C(=O)OC)[C@@H]2C3=C(C(=O)C2(C)C)[C@H](c2ccccc2)[C@@H]2C(=O)N(C)C(=O)[C@@H]2[C@@H]3C1	-20%	/	-5%	/	/	28	/
COc1ccc(C(NC(=O)C2CCN(CCOc3ccc(F)cc3)CC2)c2cccs2)cc1 (centres undefined)	-4%	/	-1%	/	/	24	/
COc1ccccc1-n1cnnc1SCC(=O)NCC1CCCO1 (centres undefined)	1%	4%	-3%	-7%	0%	?	-4%
CC(C)c1ccccc1NC(=O)CC1(CC(=O)O)CCCC1	-18%	-5%	2%	-19%	0%	-28	9%
CCN(CC)S(=O)(=O)c1cc(NS(=O)(=O)c2ccccc2)ccc1C	4%	-2%	-3%	-31%	1%	-13	-7%
COc1ccc(NC(=O)C2CCN(S(=O)(=O)c3c(C)nn(C)c3C)CC2)cc1	4%	-13%	-2%	-7%	2%	-8	9%
c1ccc(-c2nc3nonc3c3nc4ccccc4n23)cc1	-4%	-12%	-4%	-21%	-2%	3	-3%
Cc1ccc(C)c(CN2C(=O)C3(c4ccccc42)N(c2cccc(C(F)(F)F)c2)C(=O)CS3(=O)=O)c1 (centres undefined)	/	20%	7%	/	/	?	3%
Cc1ccc(C(=O)COC(=O)C(C)N2C(=O)C3C4C=CC(C4)C3C2=O)cc1C (centres undefined)	-15%	-8%	-5%	60%[activator]	-7%	-8	1%
Cc1cc2ccccc2c(=O)n1CC(=O)NCC(=O)N(C)C1CCCCC1	7%	3%	1%	16%	8%	-15	0%
CC1(C)CC2CC(C)(CN2C(=O)c2cc(-c3ccc(F)cc3)on2)C1 (centres undefined)	5%	?	-3%	-12%	-12%	-36	0%
Cc1cccc(N2CCN(C(=O)COc3ccc4c(C)cc(=O)oc4c3C)CC2)c1C	-6%	2%	3%	65%[activator]	-2%	-34	8%
CCOc1ccc(C(C(=O)NC(C)(C)C)N(CCOC)C(=O)CCC(=O)Nc2nccs2)cc1 (centres undefined)	2%	-1%	1%	-11%	1%	-32	2%
SMILES	AMA1 RON2 block	AmpC inh detg	TbPYK inhibitor	AmpC inh no detg	LmPK inh	HCMV inh	Sm TGR block
COc1ccc(/C=C2\SC(=O)N(CC(=O)NC3CCS(=O)(=O)C3)C2=O)cc1 (centres undefined)	18%	-6%	1%	-12%	-1%	-25	0%
Cc1cccc(NC(=O)CSc2ncc3c(n2)-c2cc(Cl)ccc2N(C)S3(=O)=O)c1C	/	2%	-1%	/	/	-7	7%
Cc1ccc(C)c(N2CCN(C(c3ccc(F)cc3)c3nnc(-c4ccccc4)o3)CC2)c1 (centres undefined)	/	-4%	-5%	/	/	-22	0%
CCOCN(C(=O)Cn1c(C(C)O)nc2ccccc21)c1c(C)cccc1CC (centres undefined)	-2%	-2%	6%	193%[activator]	5%	-23	-25%
Cc1ccc(CSc2nc3cc(C(=O)NC4CCCC4)ccc3c(=O)n2Cc2ccccc2)cc1	/	-4%	-1%	/	/	-17	-1%
Cc1ccc2nc(Cl)c(CN(C(=O)c3cnccn3)C3CCCCC3)cc2c1	-6%	-4%	?	113%[activator]	4%	-35	8%
Cc1cccc(C)c1NC(=O)Cn1c(=O)n(CCC(=O)NCc2ccco2)c(=O)c2sccc21	-2%	-6%	-1%	-48%	2%	24	5%
CCOc1cccc(C(=O)Nc2ccc(NC(=O)c3ccccc3)c(C)c2)c1	-3%	-14%	-13%	-49%	1%	85	-5%
